# EBNA-1 inhibitor: blocks EBNA-1 binding to DNA; EBNA-1 DNA binding, fluorescence polarization; inhibition, % at 14.8 µM; actives 0.34% (n = 300,000); in the data active = inhibition above about 28%
# PP5 primary: blocks human protein phosphatase 5 activity | P53041 | purified PP5c, OMFP substrate fluorescence | inhibition, % at 6.7 µM | actives 0.18% (n = 320,000);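 active = inhibition above the campaign's mean inhibition across all tested compounds plus 3 SD, cut at about 9.5% in these data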;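 note: 0% = DMSO only and 100% = 100 µM cantharidin control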
# Yeast superoxide: caloric restriction mimetics inhibiting age-related superoxide in yeast; superoxide response (% of plate mean), % at 10 µM; AID 2690; S. cerevisiae aged cells, superoxide DHE fluorescence; active compounds read low; actives 0.18% (n = 330,000);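 active = superoxide response under a set limit, about three screen SD below normal, cut at about 65% in these data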;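 note: yeast aged for seven days with compound at 30 °C before DHE staining; 100% = average MFI of all compound-treated wells on the plate with controls excluded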
# ZTA DNA inh: counter-screen for EBNA-1 inhibitors: inhibitors of Epstein-Barr virus ZTA; P03206; ZTA-DNA binding, fluorescence polarization; inhibition, % at 11 µM; actives 0.15% (n = 320,000); AID 2234; in the data active = inhibition above about 33%
# TPT1 inhibitor: C. albicans TPT1 enzyme inhibition | actives 0.81% (n = 300,000) | recombinant caTPT1, FP RNA substrate dephosphorylation | inhibition, % at 5 µM;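 active = inhibition above the mean of all tested compounds plus 3 SD, set per screening campaign, cut at about 24% in these data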;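 note: plate controls were DMSO alone for no effect and ferristatin control at 100 nM for full effect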
# PP1 counter: counter-screen for PP5 inhibitors: inhibitors of human PP1-alpha. inhibition, % at 6.7 µM. P62136. purified PP1alpha, OMFP fluorescence. actives 0.9% (n = 320,000). AID 2235;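 active = inhibition above the mean inhibition of all tested compounds plus 3 SD, computed separately for each screening campaign, cut at about 15% in these data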
# Target sequence (P62136 whole entry, looked up): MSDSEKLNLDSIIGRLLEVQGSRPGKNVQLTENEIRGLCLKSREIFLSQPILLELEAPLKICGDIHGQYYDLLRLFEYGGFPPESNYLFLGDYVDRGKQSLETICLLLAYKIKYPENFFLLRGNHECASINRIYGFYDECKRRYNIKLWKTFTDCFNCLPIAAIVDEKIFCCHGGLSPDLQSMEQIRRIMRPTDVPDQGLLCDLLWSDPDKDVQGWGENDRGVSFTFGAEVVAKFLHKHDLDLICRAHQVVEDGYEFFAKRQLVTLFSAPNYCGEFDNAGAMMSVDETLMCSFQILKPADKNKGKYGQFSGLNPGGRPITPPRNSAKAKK
# HCV core dimer: blocks dimerization of HCV core protein; TR-FRET GST/Flag-core106 dimerization, 1536-well; inhibition, % at 5 µM; actives 0.33% (n = 300,000);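 active = inhibition above the mean of all tested compounds plus 3 SD, set per screening campaign, cut at about 45% in these data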
#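 Material: Tagged HCV core106 pair (GST and Flag) | Amount: GST-core106 13.5 nM, Flag-core106 17 nM | Medium: KF-containing HEPES buffer, pH 7.45, DTT, CHAPS, BSA | Reagent: Eu donor and XL665 acceptor anti-tag antibodies | Schedule: 4 h at 22.5 °C | Technique: Time-resolved FRET, ex 340 nm, em 617 and 671 nm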
# CTSL1 counter: cathepsin L1 inhibition, PFM18AAP counter-screen | recombinant F. hepatica cathepsin L1, Z-Leu-Arg-MCA fluorescence | inhibition, % at 5.96 µM | actives 0.49% (n = 300,000);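 active = inhibition above the mean of all tested compounds plus 3 SD, set per screening campaign, cut at about 17% in these data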;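 note: 0% = plate median of test compound wells and 100% = 1 µM Z-Phe-Ala-diazomethylketone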
# JMJD2C inh: human JMJD2C demethylase inhibition | Q9H3R0 | GST-JMJD2C(1-420) H3K9me3 demethylation, DELFIA europium | inhibition, % at 2.35 µM | actives 0.069% (n = 330,000) | AID 2099;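 active = more than half of a compound's replicate wells show inhibition beyond 50%, single wells judged on their own value; inconclusive = some, but no more than half, of replicates pass 50% inhibition; inactive = no replicate passes 50% inhibition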;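 note: signal counts dimethyl H3K9 product captured on neutravidin plate; 0% = median of DMSO wells and 100% = 0.3 times that DMSO median; strong numbers were not always called active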
# Target sequence (Q9H3R0 1-420 limits assumed): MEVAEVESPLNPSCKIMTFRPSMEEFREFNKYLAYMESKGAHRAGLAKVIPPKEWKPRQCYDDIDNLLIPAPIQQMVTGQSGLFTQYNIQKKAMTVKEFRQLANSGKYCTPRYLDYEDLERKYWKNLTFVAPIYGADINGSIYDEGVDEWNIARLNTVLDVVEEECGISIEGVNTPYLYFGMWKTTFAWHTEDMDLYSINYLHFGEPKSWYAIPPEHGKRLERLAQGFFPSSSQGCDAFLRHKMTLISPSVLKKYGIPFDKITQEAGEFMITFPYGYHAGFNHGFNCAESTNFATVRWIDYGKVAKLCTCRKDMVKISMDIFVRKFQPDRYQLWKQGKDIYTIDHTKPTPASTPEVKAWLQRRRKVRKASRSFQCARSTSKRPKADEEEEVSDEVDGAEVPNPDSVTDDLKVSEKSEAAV
# Active calls of the source: *; u = inconclusive; x = no result given.
1	CC(=O)NCCc1c(C)n(Cc2ccccc2)c2ccccc12
2	Cn1cc(CNC(=O)c2cc(-c3ccccc3)nc3ccc(Br)cc23)cn1
3	CCn1ncc(/C=N/O)c1C
4	CCCCN(CC)C(=O)c1cc2cc3ccc(OC)cc3nc2o1
5	COc1ccc(C(=O)NCc2nnc(SCC(=O)N3CCCC3)o2)cc1OC
6	CC1Cc2ccccc2N1Cc1nc2cc(C(F)(F)F)ccc2c(=O)[nH]1 (centres undefined)
7	Cn1c(=O)c(C(=O)Nc2ncccn2)c(O)c2ccccc21
8	COc1ccc(-n2c(SCC(=O)N3CCOCC3)nnc2C(C)N2CCCCC2)cc1 (centres undefined)
9	COc1ccc(C(=O)N/N=C\c2coc3ccccc3c2=O)cc1
10	COCCN1CC(=O)N2C(c3cccc(C)c3)c3[nH]c4ccccc4c3C[C@H]2C1=O (some centres undefined)

Screen / compound no.	1	2	3	4	5	6	7	8	9	10
EBNA-1 inhibitor	-10.6	-2.9	5.2	-6.2	-2.7	-19.6	-9.1	-2.1	-0.1	1.9
PP5 primary	2.0	-0.1	-1.6	2.1	3.6	4.3	3.0	-1.5	0.8	-0.2
Yeast superoxide	101.8	89.6	93.5	99.9	112.4	108.5	80.5	95.2	94.9	108.5
ZTA DNA inh	-2.1	10.3	-3.8	5.0	1.1	-3.6	-3.4	-2.3	-10.6	-10.7
TPT1 inhibitor	1.2	-2.7	-5.3	-4.3	0.5	3.6	1.8	2.5	-4.5	-1.7
PP1 counter	-5.9	2.6	-0.4	-0.4	-1.0	3.5	13.9	1.2	-1.1	0.0
HCV core dimer	-9.0	14.2	0.8	-1.7	-5.7	38.8	3.1	5.2	7.9	4.2
CTSL1 counter	0.3	9.2	0.3	9.8	-3.5	-1.3	-5.1	-7.2	5.2	-0.8
JMJD2C inh	-7.2	-2.0	5.6	15.8	-3.8	-9.4	1.1	-13.2	-20.9	-24.9

# Along the list, from the results shown.
# Yeast superoxide for nos. 2 to 10: 89.6, 93.5, 99.9, 112.4, 108.5, 80.5, 95.2, 94.9, 108.5

# Next part:
11	CC(=O)Nc1cccc(NC(=O)CSc2ccc(-c3ccco3)nn2)c1
12	CCCCN(CCCC)c1ncnc2nc[nH]c12
13	O=C(NCC1CCCO1)C1CCN(S(=O)(=O)c2cccc3nonc23)CC1 (centres undefined)
14	Cc1noc(C)c1S(=O)(=O)Nc1ccc(C(=O)N2CCN(c3ccc(Cl)cc3)CC2)cc1
15	CC(C)CCn1c(=O)c2ccccc2n2c(CN3C(=O)NC4(CCC(C)CC4)C3=O)nnc12 (centres undefined)
16	CC(C)C[C@@H](C(=O)NCC1CCCO1)N1C(=O)N2CCc3c([nH]c4ccccc34)[C@@]2(C)C1=O (some centres undefined)
17	COC(=O)c1ccc(C2C(C(C)=O)=C(O)C(=O)N2CCO)cc1 (centres undefined)
18	COc1cc(C)c(CNc2ccc(OC)c(OC)c2)cc1C
19	Cc1cc(-c2nnc(SCc3cccnc3)o2)no1
20	COc1ccccc1N1CCN(C(=O)CSc2nc(C)cc(=O)[nH]2)CC1

Screen / compound no.	11	12	13	14	15	16	17	18	19	20
EBNA-1 inhibitor	10.6	7.0	5.2	5.6	-8.1	3.4	-1.5	17.5	-0.3	7.1
PP5 primary	0.5	0.6	1.7	6.0	-4.8	4.3	0.1	0.7	1.0	-2.8
Yeast superoxide	98.1	108.6	132.9	108.1	102.7	132.6	94.0	95.9	89.0	85.4
ZTA DNA inh	-4.5	11.8	-3.5	6.1	-3.4	-1.7	-4.4	-1.8	12.0	26.2
TPT1 inhibitor	0.6	-4.0	4.0	0.4	-6.8	1.9	2.1	3.5	-1.1	-1.6
PP1 counter	2.3	-0.9	-1.0	2.8	3.0	-0.1	-6.8	-1.1	-3.0	1.4
HCV core dimer	44.4	-5.3	-7.4	15.8	19.8	-3.0	-3.3	-1.5	-0.8	1.6
CTSL1 counter	1.6	1.2	4.6	-0.3	12.7	-0.5	0.4	0.5	-0.6	3.7
JMJD2C inh	0.6	-5.2	-0.8	-35.3	13.0	137.0	4.5	-4.2	u	41.4

21	CC(=O)c1ccc(NC(=S)N2CCN(c3cccc(Cl)c3)CC2)cc1
22	COc1ccccc1NC(C)=[N+](C)CCNS(=O)(=O)c1ccc(Cl)cc1
23	CCOc1cc(C(=O)N2CCOCC2)ccc1OCc1ccccc1
24	Cc1cc(NC(=O)/C(C#N)=C/c2ccc(-c3cccc(C(F)(F)F)c3)o2)n(-c2ccccc2)n1
25	Cc1ccc(C(=O)N=c2sccn2C)cc1S(=O)(=O)N1CCOCC1
26	COc1ccc(NC(C)=O)cc1NC(C)c1nc2sc(C)c(C)c2c(=O)[nH]1 (centres undefined)
27	COc1ccc(OC)c(NC(=O)COC(=O)CN2C(=O)NC3(CCCC3)C2=O)c1
28	CCOC(=O)/C(C#N)=C/c1cc(C)n(-c2ccccc2)c1C

Screen / compound no.	21	22	23	24	25	26	27	28
EBNA-1 inhibitor	-9.2	-1.4	-1.3	1.9	8.3	-5.2	x	-9.2
PP5 primary	2.1	-0.8	2.3	-1.3	1.0	-0.8	-1.2	3.5
Yeast superoxide	94.7	118.3	96.8	106.4	98.2	98.6	100.8	96.3
ZTA DNA inh	25.7	-17.4	-14.4	8.1	-0.7	6.1	8.7	-9.7
TPT1 inhibitor	-1.2	-3.9	-4.1	10.0	-3.4	-0.5	x	4.2
PP1 counter	1.0	2.3	-6.4	-4.5	0.2	-1.3	-0.4	1.9
HCV core dimer	7.9	-11.4	6.5	30.0	-0.7	8.8	x	12.2
CTSL1 counter	-2.1	-1.4	-3.3	-1.2	0.7	-5.6	x	9.2
JMJD2C inh	6.3	-14.6	-19.3	-7.3	32.0	-4.1	2.7	-3.5

# Structural class: those above containing an NH in an aromatic ring
6	CC1Cc2ccccc2N1Cc1nc2cc(C(F)(F)F)ccc2c(=O)[nH]1 (centres undefined)
10	COCCN1CC(=O)N2C(c3cccc(C)c3)c3[nH]c4ccccc4c3C[C@H]2C1=O (some centres undefined)
12	CCCCN(CCCC)c1ncnc2nc[nH]c12
16	CC(C)C[C@@H](C(=O)NCC1CCCO1)N1C(=O)N2CCc3c([nH]c4ccccc34)[C@@]2(C)C1=O (some centres undefined)
20	COc1ccccc1N1CCN(C(=O)CSc2nc(C)cc(=O)[nH]2)CC1
26	COc1ccc(NC(C)=O)cc1NC(C)c1nc2sc(C)c(C)c2c(=O)[nH]1 (centres undefined)

Screen / compound no.	6	10	12	16	20	26
EBNA-1 inhibitor	-19.6	1.9	7.0	3.4	7.1	-5.2
PP5 primary	4.3	-0.2	0.6	4.3	-2.8	-0.8
Yeast superoxide	108.5	108.5	108.6	132.6	85.4	98.6
ZTA DNA inh	-3.6	-10.7	11.8	-1.7	26.2	6.1
TPT1 inhibitor	3.6	-1.7	-4.0	1.9	-1.6	-0.5
PP1 counter	3.5	0.0	-0.9	-0.1	1.4	-1.3
HCV core dimer	38.8	4.2	-5.3	-3.0	1.6	8.8
CTSL1 counter	-1.3	-0.8	1.2	-0.5	3.7	-5.6
JMJD2C inh	-9.4	-24.9	-5.2	137.0	41.4	-4.1

# Screening data: PubChem BioAssay, several laboratories
